West Nile antiviral = West Nile virus antiviral activity, cell-based, CPE readout (AID 1621); West Nile virus-infected cells, CPE inhibition; higher % means a stronger effect; one-dose CPE inhibition, % at 10 µM; IC50 in µM for titrated hits; 0.02% of 290,000 active; in the data active means a potency from the dose series; inconclusive means CPE inhibition mostly from about 3.7% at the one dose, without a potency; inactive means the rest, 99 in 100 with CPE inhibition below about 2.2%; further: strong numbers were not always called active
RSV CPE inhibition = RSV antiviral activity via CPE protection, HEp-2 cells, primary 10 µM value included (AID 2391); 0.13% of 310,000 active; HEp-2 cells, RSV-induced CPE inhibition; higher % means a stronger effect; CPE inhibition, % at 10 µM; hits with a dose series show IC50 in µM; in the data active means a potency from the dose series; inconclusive means CPE inhibition mostly from about 23% at the one dose, without a potency; inactive means the rest, 99 in 100 with CPE inhibition below about 21%; further: strong numbers were not always called active
CSM14.1 death rescue = rescue of cells from ER stress-induced death, primary screen, 384-well, CSM14.1, thapsigargin, ATP luminescence (AID 1222). 190,000 tested, under 10 active. cellular ATP content (survival), % at 20 µM, or EC50 in µM where a hit was titrated. CSM14.1 thapsigargin-induced death rescue, ATP luminescence; higher % means a stronger effect;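 active means EC50 below 50 µM in the dose-response confirmation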;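 further: death triggered by thapsigargin at about 15 µM added after 2 h compound pretreatment; cell ATP read after overnight thapsigargin exposure of roughly 18 to 22 hours; normalized against plate controls of thapsigargin alone and 5% DMSO vehicle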
SV40 large T antigen = SV40 large T antigen inhibitors, biochemical (AID 1903); SV40 large T antigen ATPase/helicase inhibition assay; higher % means a stronger effect; inhibition, % at 20 µM, or IC50 in µM where a hit was titrated; 0.39% of 310,000 active; in the data active means a potency from the dose series; inconclusive means inhibition mostly from about 32% at the one dose, without a potency; inactive means the rest, 99 in 100 with inhibition below about 32%; further: strong numbers were not always called active
PhoP inhibition = inhibitors of PhoP regulon expression, primary screen, Salmonella Typhimurium, GFP reporter (AID 1863). inhibition, % at 50 µM; hits with a dose series show IC50 in µM. S. Typhimurium PhoP-regulated promoter GFP reporter, 4 h; higher % means a stronger effect. 0.16% of 300,000 active;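 active means inhibition over 29.93%, a cutoff 3 SD above the screen mean, later confirmed by dose response; inconclusive means inhibition over 29.93% but no dose response follow-up; inactive means inhibition at most 29.93% or unconfirmed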;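 further: 0% = low Mg2+ inducing control and 100% = high Mg2+ repressing control; strong numbers were not always called active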
LYP inhibition = inhibitors of LYP phosphatase, biochemical, fluorescence intensity, uHTS (AID 1779) | Tyrosine-protein phosphatase non-receptor type 22 (Homo sapiens) | 0.054% of 290,000 active | recombinant LYP phosphatase, fluorescence intensity; higher % means a stronger effect | inhibition, % at 11.5 µM, or IC50 in µM where a hit was titrated; in the data active means inhibition above about 50%;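 further: plate controls were vehicle with enzyme for no effect and no enzyme for full effect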
Rac1 GTP hydrolysis = MgcRacGAP GTPase-activating activity inhibitors, confirmation, biochemical, ADP Hunter fluorescence. AID 624330, 2012. inhibition, % at 30 µM; hits with a dose series show IC50 in µM. MgcRacGAP-stimulated Rac1 GTP hydrolysis, ADP Hunter fluorescence; higher % means a stronger effect; GST-tagged Rac1 F28L mutant substrate. Rac GTPase-activating protein 1 (Homo sapiens). 0.6% of 340,000 active;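 active means first-screen hits whose inhibition reached a set limit at any dose in the follow-up dose series; inconclusive means inhibition above the set first-screen limit but never retested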;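 further: fluorescence reports GDP produced by GAP-driven GTP hydrolysis; strong numbers were not always called active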
Dengue-2 NS5 capping = Dengue-2 NS5 methyltransferase inhibitors, primary screen, biochemical, confirmation dose response (AID 588689); Dengue-2 NS5 methyltransferase capping enzyme assay, biochemical; higher % means a stronger effect; inhibition, % at 25 µM; hits with a dose series show IC50 in µM; 0.3% of 340,000 active; in the data active means a potency from the dose series; inconclusive means inhibition above about 29% without an active follow-up result
GPR35 antagonists = GPR35 antagonists blocking zaprinast-driven arrestin recruitment, primary screen, imaging, U2OS, beta-arrestin-GFP, zaprinast agonist (AID 2058); 0.052% of 290,000 active; G-protein coupled receptor 35 (Homo sapiens); inhibition, % at 10 µM; hits with a dose series show IC50 in µM; U2OS GPR35 beta-arrestin-GFP translocation imaging, zaprinast antagonism; higher % means a stronger effect;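 active means inhibition of at least 50% with at least 30 cells and total cytoplasm GFP at most 10,000,000; inconclusive means under 30 cells or total GFP of 10,000,000 plus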
Dengue-2 NS5 capping pilot replicate = further read-out of Dengue-2 NS5 capping, marked with its call; inhibition, %; measured here: pilot screen replicate inhibition
Starred values were filed as active, the others as inactive; u = inconclusive; x = no result given.

SMILES	West Nile antiviral	RSV CPE inhibition	CSM14.1 death rescue	SV40 large T antigen	PhoP inhibition	LYP inhibition	Rac1 GTP hydrolysis	Dengue-2 NS5 capping	GPR35 antagonists	others
O=P(COCCOCCOCP(=O)(c1ccccc1)c1ccccc1)(c1ccccc1)c1ccccc1	-0.1%	-0.8%	1.8%	x	x	-14%	5%	3%	16%
Cc1ccc(NC(=O)c2cc(-c3ccc4c(c3)OCO4)on2)cc1	0.1%	-0.1%	x	10%	-5%	-3%	3%	-2%	13%
O=C(Nc1ccccc1F)c1ccco1	-0.1%	3.1%	-1.3%	5%	6%	-5%	3%	-1%	-3%
CN1C2CCC1CC(OC(=O)C(CO)c1ccccc1)C2 (stereo not drawn)	x	-1.1%	x	21%	-3%	x	3%	0%	x
COC(=O)CCC(=O)c1oc2ccc(Br)cc2c1N	0.1%	4.8%	-1.5%	22%	-10%	0%	-2%	-9%	7%	Dengue-2 NS5 capping pilot replicate=-9.1
COc1ccc(-c2noc(-c3ccccc3-c3ccccc3)n2)cc1OC	x	u	-2.1%	-3%	2%	11%	2%	1%	-8%
COc1ccc(CCN(C(=O)c2cccc(F)c2)C2CC(=O)N(c3ccc(OC)cc3)C2=O)cc1 (stereo not drawn)	-0.5%	1.1%	0.9%	-4%	4%	4%	2%	-7%	8%
CCC(CC)NC(=O)CCCSc1nc2ccccc2[nH]1	-0.7%	1.8%	0.1%	5%	2%	-1%	-4%	5%	-3%
CCOc1ccc(CCNC(=O)C2CC(=O)N(c3ccccc3OCC)C2)cc1OCC (stereo not drawn)	x	-0.4%	x	12%	-4%	x	18%	-8%	x
COC(=O)c1cc2sccc2n1Cc1nc(-c2ccc(Cl)cc2)oc1C	0.1%	3.1%	0.0%	1%	-6%	-1%	1%	-9%	-2%
Cc1nn(-c2ccccc2)c(C)c1/C=C/C(=O)OCC(=O)Nc1ncc(C(F)(F)F)cc1Cl	-0.4%	3.0%	-2.5%	0%	-11%	-4%	6%	0%	4%
C=CCNC(=O)C1CC(=O)N(c2ccc(OCC(=O)Nc3ccc(Cl)cc3)cc2)C1 (stereo not drawn)	-0.6%	4.2%	x	2%	-1%	-6%	6%	-2%	-11%
CC1Cc2nc(SCC(=O)NCC3CCCO3)n(Cc3ccccc3)c(=O)c2S1 (stereo not drawn)	-0.4%	1.2%	-0.3%	7%	3%	-5%	5%	-3%	-5%
O=C(NCc1ccc(F)cc1)Nc1ccc(Cl)cc1	-0.3%	3.4%	-1.0%	9%	5%	-7%	8%	-2%	8%
CNc1nc2c(c(=O)n(C)c(=O)n2C)n1CCCc1ccccc1	-1.6%	3.3%	x	17%	-7%	1%	10%	2%	-8%
COc1ccc(/C(C)=N/NC(=O)c2nnn(-c3nonc3N)c2-c2cccs2)cc1	2.1%	4.1%	x	2%	0%	-13%	12%	0%	22%
CCCC(=O)Nc1ccc(C(=O)N/N=C/c2ccc([N+](=O)[O-])o2)cc1	-1.8%	-2.3%	-1.2%	9%	-17%	3%	12%	-7%	1%
COc1ccc(CN2CCNC(=O)C2CC(=O)NCC2CCOCC2)c(F)c1 (stereo not drawn)	0.7%	-0.1%	x	7%	-2%	-9%	12%	3%	-3%
COc1ccc(C(C(=O)NCC2CCCO2)N(Cc2ccco2)C(=O)c2snc(C(N)=O)c2N)cc1OC (stereo not drawn)	0.5%	1.4%	x	25%	-2%	-5%	6%	-1%	15%
Cc1ccc(C)c(OCC(O)CN2C(C)CCCC2C)c1 (stereo not drawn)	0.3%	-0.8%	x	8%	-6%	0%	9%	-1%	-6%
Cc1cccc(NC(=O)c2ccccc2C(=O)O)c1	-0.1%	-0.5%	-3.2%	10%	-4%	0%	4%	-4%	11%
COc1ccc(C)cc1NS(=O)(=O)c1ccc(-c2cnc(C3CC3)o2)cc1	-0.7%	1.0%	x	1%	0%	-4%	-1%	-1%	4%
COc1c(Cl)cc(Cl)cc1C(=O)n1nc(C)cc1C	0.1%	2.2%	-2.3%	6%	0%	-8%	5%	-1%	-10%
COc1ccc(OC)c(NC=C2C(=O)OC(C)(C)OC2=O)c1	0.0%	0.1%	-0.4%	8%	4%	-2%	15%	1%	4%
Brc1ccccc1OCCCOc1cccc2cccnc12	-1.9%	41%	x	12%	1%	-4%	2%	-6%	8%

(more compounds)
SMILES	West Nile antiviral	RSV CPE inhibition	CSM14.1 death rescue	SV40 large T antigen	PhoP inhibition	LYP inhibition	Rac1 GTP hydrolysis	Dengue-2 NS5 capping	GPR35 antagonists	others
COc1ccc(C(=O)Nc2ccc(N3CCN(C(=O)c4cccs4)CC3)cc2)cc1Br	2.5%	u	x	7%	-2%	4%	9%	4%	7%
CCCn1ncc(C(=O)NC2CCCN(Cc3ccc(Cl)cc3)C2)c1C (stereo not drawn)	-0.1%	-0.4%	x	12%	-6%	-13%	15%	-2%	-3%
CCN(CC)CCCn1c2c(c(SCC(=O)N3CCCc4ccccc43)nc1=O)CCC2	x	-2.3%	x	8%	10%	x	8%	-1%	x
O=C(COc1ccccc1)Nc1nnc(S(=O)(=O)N2CCCC2)s1	0.1%	3.5%	x	7%	-12%	-8%	8%	-3%	-4%
COc1cccc(CNC(=O)C(CCSC)NS(=O)(=O)c2ccc3c(c2)oc(=O)n3C)c1 (stereo not drawn)	0.0%	-0.7%	-1.6%	-2%	-4%	-1%	-3%	-9%	10%
O=c1ccc(-c2ccc(S(=O)(=O)Nc3cccc(Br)c3)o2)n[nH]1	-0.8%	0.6%	x	5%	3%	-12%	0%	-1%	21%
Cn1nnc2cc(C(=O)Nc3ccccc3)ccc21	0.6%	-0.3%	1.7%	3%	4%	-1%	6%	-3%	-1%
O=C(Cn1[nH]c(=O)c2ccccc2c1=O)NNC(=O)c1ccccc1	1.6%	0.0%	1.5%	6%	5%	-4%	-8%	-3%	-2%
O=C(Nc1ccc(NC(=O)c2ccccc2F)cc1)c1ccccc1F	0.2%	1.7%	x	12%	2%	-8%	0%	-1%	-10%
N#C/C(=C\c1cccs1)C(=O)NCc1ccco1	0.4%	1.4%	-1.8%	29%	4%	-2%	8%	-8%	19%
CCc1cc(=O)oc2cc(C)c(CN3CCCC3)c(O)c12	-0.3%	1.8%	0.3%	u	-12%	-3%	25%	20%	3%	Dengue-2 NS5 capping pilot replicate=-2.7
COc1cc(/C=C/C2=CC(C)(C)NC(=S)N2)cc(OC)c1OC	-0.7%	2.2%	-1.1%	10%	-2%	-3%	5%	-9%	-6%
O=C1c2ccccc2-c2c1cccc2C(=O)N1CCCCCC1	-0.8%	2.0%	1.7%	5%	6%	-9%	-15%	-4%	3%
CCn1cc(S(=O)(=O)NCCc2ccccc2OC)cn1	0.1%	1.3%	x	9%	7%	-14%	-23%	-1%	3%
O=C(CSc1ccc(Br)cc1)N1CCN(S(=O)(=O)c2ccccc2)CC1	-0.4%	1.5%	x	18%	-1%	4%	10%	2%	-6%
CN(C)S(=O)(=O)c1cc(NC(=O)COC(=O)c2ccc3c(c2)OCO3)ccc1Cl	0.0%	-0.5%	-0.9%	-3%	-14%	-2%	-16%	-4%	10%
O=C(CCC(=O)Nc1ccc(F)cc1)N/N=C/c1ccc(O)cc1	-0.3%	-0.1%	x	29%	-3%	0%	63µM*	-7%	4%
O=C(CCCSc1nc2ccccc2[nH]1)Nc1nnc(C2CC2)s1	0.3%	2.8%	1.5%	5%	1%	-5%	2%	x	-10%
Clc1ccc(Nc2nc(-c3cccnc3)cs2)cc1	0.0%	2.4%	1.4%	4%	-1%	-8%	12%	4%	12%
O=C(O)CCC(=O)Nc1ccc(Br)cc1C(=O)c1ccccc1Cl	0.3%	0.6%	x	14%	2%	-6%	5%	-13%	4%
O=C(CN1CCN(c2ccc(F)cc2)CC1)Nc1ccc(S(=O)(=O)N2CCOCC2)cc1	-0.7%	2.1%	x	9%	-3%	-11%	8%	-7%	0%
c1ccc(-c2n[nH]c3c2CCC3)cc1	-0.1%	8.7%	-3.0%	0%	21%	-14%	12%	-1%	8%
CSc1nc(-c2ccc(Cl)cc2)c(C#N)c(=O)[nH]1	0.3%	2.2%	1.7%	10%	3%	-6%	7%	-3%	-13%
CCOC(=O)c1csc(-c2sccc2Br)n1	-0.6%	x	x	9%	-8%	-8%	0%	-5%	5%
CC1CCN(C(=O)C(Cc2ccccc2)NS(=O)(=O)c2ccc3c(c2)oc(=O)n3C)CC1 (stereo not drawn)	-0.4%	-0.3%	-0.5%	0%	-8%	-3%	1%	-3%	-12%

More entries.
SMILES	West Nile antiviral	RSV CPE inhibition	CSM14.1 death rescue	SV40 large T antigen	PhoP inhibition	LYP inhibition	Rac1 GTP hydrolysis	Dengue-2 NS5 capping	GPR35 antagonists	others
N#Cc1c(N)nc(SCc2ccncc2)c(C#N)c1-c1cccs1	2.2%	2.7%	x	13%	-3%	2%	10%	-2%	-6%
CC(NC(=O)c1ccc(Br)cc1Br)c1ccccc1 (stereo not drawn)	-0.5%	-0.7%	-2.6%	23%	-2%	-6%	x	x	3%
Cc1ccccc1NC(=O)C(NC1CCCCC1)C(C)C (stereo not drawn)	-0.9%	0.5%	-0.2%	2%	-6%	-6%	0%	-4%	4%
c1ncn(C23CC4CC(CC(C4)C2)C3)n1	0.2%	3.0%	16%	8%	8%	-7%	-9%	-4%	19%
COC(=O)Nc1ncc(CN2C(=O)c3ccccc3C2=O)s1	-0.2%	-0.2%	-1.0%	7%	-6%	-2%	-1%	-2%	14%
COc1ccc(CCn2c(=N)c(C(=O)NCCN3CCOCC3)cc3c(=O)n4cccc(C)c4nc32)cc1OC	-0.4%	-0.5%	x	13%	0%	-5%	14%	-2%	-6%
N/C(=N\OC(=O)CCCOc1ccccc1)c1cccc([N+](=O)[O-])c1	-0.9%	0.6%	-0.7%	3%	-2%	-3%	6%	-6%	1%
Cc1nnc(SCC(=O)NCCN2C(=O)CSC2=O)n1-c1ccccc1	1.6%	3.7%	-2.0%	-1%	0%	-4%	3%	3%	-1%
Clc1cccc(N2CCN(CCNc3nc4ccccc4n4cnnc34)CC2)c1	1.4%	0.1%	-0.6%	5%	-3%	-4%	9%	1%	6%

Three successive entries from above, for reference:
SMILES	West Nile antiviral	RSV CPE inhibition	CSM14.1 death rescue	SV40 large T antigen	PhoP inhibition	LYP inhibition	Rac1 GTP hydrolysis	Dengue-2 NS5 capping	GPR35 antagonists	others
N#Cc1c(N)nc(SCc2ccncc2)c(C#N)c1-c1cccs1	2.2%	2.7%	x	13%	-3%	2%	10%	-2%	-6%
CC(NC(=O)c1ccc(Br)cc1Br)c1ccccc1 (stereo not drawn)	-0.5%	-0.7%	-2.6%	23%	-2%	-6%	x	x	3%
Cc1ccccc1NC(=O)C(NC1CCCCC1)C(C)C (stereo not drawn)	-0.9%	0.5%	-0.2%	2%	-6%	-6%	0%	-4%	4%
